Screens as filed in PubChem.
VHR inh color = VHR1 (DUSP3) phosphatase inhibition. inhibition, % at 20 µM. recombinant VHR phosphatase, colorimetric substrate read-out. P51452. AID 1992. 50,000 compounds, 0.7% hits; in the data active = inhibition above about 60%; note: some results filed as inactive read as strong as hits
Target sequence (P51452 whole entry, looked up): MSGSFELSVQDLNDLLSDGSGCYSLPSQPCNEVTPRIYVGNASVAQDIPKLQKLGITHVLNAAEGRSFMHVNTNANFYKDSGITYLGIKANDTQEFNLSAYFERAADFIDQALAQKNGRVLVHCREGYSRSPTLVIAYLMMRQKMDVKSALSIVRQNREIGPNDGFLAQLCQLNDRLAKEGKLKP
* hit, by the source's call.

canonical_smiles,VHR inh color
O=C(NCc1cccs1)c1cc2n(n1)C(C(F)(F)F)CC(c1cccs1)N2 (centres undefined),-27.7
COc1c(OC(C)=O)ccc(/C=N\NC(=O)COc2ccc(C)cc2)c1[N+](=O)[O-],-22.5
COc1ccc(CCN2C(=O)CC(N3CCN(c4ccccn4)CC3)C2=O)cc1OC (centres undefined),-8.2
Cc1[nH]c2ccccc2c1/C=N/NC(=O)c1cccnc1,-6.2
CCOC(=O)/C(C#N)=C1/C=Cc2ccccc2N1CC,-1.3
N#Cc1cc(C#N)c(SCC(=O)Nc2nccs2)nc1N,-12.1
O=C1NC(=S)NC(=O)C1=Cc1cc(Cl)c(OCc2ccc(C(=O)O)cc2)c(Cl)c1,20.3
C/C(CCc1ccc2c(c1)OCO2)=N\N=C1/NC(=O)CC(C(=O)NCCc2ccc(S(N)(=O)=O)cc2)S1 (centres undefined),-11.8
COc1ccc(/C=N/Nc2ccc3ccccc3n2)cc1,-54.3
O=C1/C(=C/N2CCCCC2)c2ccccc2C(=O)N1c1ccccc1,-48.4
Cc1ccc(NC(=O)CN(c2ccc(Cl)cc2)S(C)(=O)=O)c(C)c1,-17.6
Cc1c(C(=O)Nc2cccc(-c3nc4ncccc4o3)c2)cccc1[N+](=O)[O-],6.8

Going on with the list.
canonical_smiles,VHR inh color
Cc1cc(/C=N/NC(N)=O)c(C)n1-c1ccc(Cl)cc1,17.7
CCOc1cc(C(=O)Nc2nn[nH]n2)cc(OCC)c1OCC,-24.7
c1cnc(Nc2nc(-c3cccnc3)cs2)nc1,-8.8
COc1ccc(CCNC(=O)c2cccc([N+](=O)[O-])c2C)cc1,-0.8
COc1ccc(Cl)cc1NC(=O)c1ccc(CN(c2ccccc2)S(C)(=O)=O)cc1,-27.4
COc1ccc(CCNC2CC(=O)N(c3ccc(C)cc3)C2=O)cc1OC (centres undefined),-16.6
c1ccc(OCCN2CCOCC2)cc1,-0.6
COc1ccc(C(=O)O/N=C(\N)Cc2ccc(Cl)cc2Cl)cc1,-24.6
Cc1ccc(C(=O)CCNc2cccc(Br)c2)o1,-16.3
O=c1[nH]c(=O)n(-c2ccccc2F)c(O)c1C=Nc1ccc2c(c1)OCO2,-14.0
CC1CCN(Cn2cnn(CN3CCC(C)CC3)c2=S)CC1,-20.8
COC(=O)/C(C#N)=C\c1ccc(OC)cc1,-3.4

Continuation.
canonical_smiles,VHR inh color
O=C(NC1CCCCC1)N1CCN(Cc2ccccc2)CC1,9.4
COc1ccc(NC(=O)c2c(-c3ccccc3Cl)noc2C)cc1,-27.0
O=[N+]([O-])c1ccc2[nH]c(O)c(C=NCc3ccccc3)c2c1,38.1
COc1ccc(N(CC(=O)NC(C)c2ccccc2)S(C)(=O)=O)c(OC)c1 (centres undefined),-4.5
COc1ccc(N(CC(=O)Nc2cccc(C)c2)S(C)(=O)=O)c(OC)c1,-14.2
COc1ccc(-c2nnc(/C=C/c3ccccc3)o2)cc1,-0.1
COc1cc(/C=C2/SC(=S)N(C)C2=O)cc(Br)c1OCCOc1ccccc1C,1.6
CC(C1CC1)N(Cc1ccccc1)C(=O)Nc1ccccc1Cl (centres undefined),-27.4
O=C(NCc1ccccc1)c1ccc(S(=O)(=O)c2ccccc2)cc1,0.6
Cc1ccc(S(=O)(=O)Oc2ccc(Br)cc2/C=C2\SC(=S)NC2=O)cc1,-19.9
Cc1ccc(/C=C(/NC(=O)c2ccccc2I)C(=O)Nc2ccccc2)o1,-39.5
Cc1ccc(N(CC(=O)N2CCCCC2)S(=O)(=O)c2ccc(F)cc2)cc1,-26.8

canonical_smiles: Cc1cc(C)n(C(=O)c2cccc(Br)c2)n1
- VHR inh color: -9.4

canonical_smiles: CC(C)(C)c1ccc(C(=O)Nc2cccc(Cl)c2)cc1
- VHR inh color: -4.6

canonical_smiles: C=CCc1cccc2cc(C(=O)NC3=C(C#N)CCC3)c(=O)oc12
- VHR inh color: -51.0

canonical_smiles: COCCCNC(=O)CN(c1ccc(OC)cc1OC)S(C)(=O)=O
- VHR inh color: -8.8

canonical_smiles: O=C(c1cccc(S(=O)(=O)N2CCOCC2)c1)N1CCOCC1
- VHR inh color: -4.2

canonical_smiles: Cc1cc(C)cc(-n2c(C)cc(/C=N/NC(=O)c3cccnc3)c2C)c1
- VHR inh color: 50.2

canonical_smiles: COc1ccc(CN2CCN(C3CCCCC3)CC2)cc1
- VHR inh color: -5.9

canonical_smiles: Cc1cc2nn(-c3ccccc3)nc2cc1N
- VHR inh color: 5.5

canonical_smiles: CCCCc1ccc(-c2csc(/C(C#N)=C/c3ccc(O)c(OCC)c3)n2)cc1
- VHR inh color: -35.9

canonical_smiles: O=C(O)c1ccccc1C(=O)Nc1ccc(Nc2ccc([N+](=O)[O-])cc2[N+](=O)[O-])cc1
- VHR inh color: -11.5

canonical_smiles: CCCCOc1ccc(C(=O)NCCOc2ccccc2Cl)cc1
- VHR inh color: -16.6

canonical_smiles: O=C(Cn1c2ccccc2c(=O)c2ccccc21)N/N=C/c1cc(Cl)cc(Cl)c1O
- VHR inh color: -6.6

canonical_smiles: C/C(=N\N=C1\NC(=O)C(CC(=O)Nc2ccc(Cl)cc2Cl)S1)c1ccc([N+](=O)[O-])cc1 (centres undefined)
- VHR inh color: 8.6

canonical_smiles: CCOC(=O)c1c(C)nc(C)c(C(=O)OCC)c1-c1ccc(Br)cc1
- VHR inh color: -21.4

canonical_smiles: Cc1cccc(NC2=C(Cl)C(=O)N(c3cccc(Cl)c3Cl)C2=O)c1
- VHR inh color: -10.5

canonical_smiles: CCN(CC)C(=O)c1ccc(C(=O)c2ccccc2)cc1
- VHR inh color: -9.9

canonical_smiles: Cc1cc(-c2ccccc2)nc(N/N=C/c2c(O)ccc3ccccc23)n1
- VHR inh color: -41.7

canonical_smiles: Cc1ccc(OCC(=O)Nc2cc(Cl)ccc2Cl)cc1
- VHR inh color: -29.3

canonical_smiles: CCN(CC)c1ccc(/C=N/NC(=O)c2cc(C34CC5CC(CC(C5)C3)C4)[nH]n2)cc1
- VHR inh color: 25.0

canonical_smiles: CC(=O)Nc1ccc(Oc2ccc(C(=O)O)c(C(=O)O)c2)cc1
- VHR inh color: -22.6

canonical_smiles: C=CCn1c(SCc2ccc(C(=O)NCCO)cc2)nc2sc3c(c2c1=O)CCCC3
- VHR inh color: 9.3

canonical_smiles: Cc1c(Cc2ccccc2)c(=O)n2c([nH]c3ccccc32)c1C#N
- VHR inh color: -15.1

canonical_smiles: CCOC(=O)C1CCN(Cc2c(O)ccc3ccccc23)CC1
- VHR inh color: -4.3

canonical_smiles: CCCc1[nH]nc2c1C(c1ccccc1Br)C(C#N)=C(N)O2 (centres undefined)
- VHR inh color: -3.5

canonical_smiles: Cn1c(NC(=O)c2ccc([N+](=O)[O-])cc2Cl)cc(=O)n(C)c1=O
- VHR inh color: 13.5

Looked up above.
VHR inh color with Cc1cc(C)n(C(=O)c2cccc(Br)c2)n1 reads -9.4
VHR inh color with O=C(Cn1c2ccccc2c(=O)c2ccccc21)N/N=C/c1cc(Cl)cc(Cl)c1O reads -6.6

(more compounds)
canonical_smiles: COc1ccc(CCNC(=S)NC(=O)/C=C/c2ccc(C)cc2)cc1OC
- VHR inh color: -5.8

canonical_smiles: O=C1c2ccccc2C2(O)OC(c3ccccc3)=C(c3nc4ccccc4s3)C12O (centres undefined)
- VHR inh color: 2.3

canonical_smiles: CC1=NN(c2ccccc2)C(=O)/C1=C/c1c(O)n(C)c(=O)n(C)c1=O
- VHR inh color: -18.1

canonical_smiles: COc1cc2c(cc1C)/C(=N/OC(=O)c1ccc(OC)c(OC)c1)CCC2
- VHR inh color: -8.4

canonical_smiles: CCOC(=O)C1=C(O)/C(=C\c2ccc(F)cc2)N=C1C
- VHR inh color: -2.9

canonical_smiles: Cc1ccc(C(=O)NNC(=O)c2ccc(O)cc2O)cc1
- VHR inh color: 11.0

canonical_smiles: CC(C)(C)NCCOc1cc(Cl)ccc1Cl
- VHR inh color: -28.6

canonical_smiles: Cc1cc(C)c(S(=O)(=O)Nc2cc(Br)c(O)c3ccccc23)c(C)c1
- VHR inh color: 4.6

canonical_smiles: CCCC1=NN2C(=N)/C(=C/c3ccc(-c4ccc([N+](=O)[O-])cc4C)o3)C(=O)N=C2S1
- VHR inh color: 7.2

A stretch from the list above, for reference:
canonical_smiles: COc1ccc(CN2CCN(C3CCCCC3)CC2)cc1
- VHR inh color: -5.9

canonical_smiles: Cc1cc2nn(-c3ccccc3)nc2cc1N
- VHR inh color: 5.5

canonical_smiles: CCCCc1ccc(-c2csc(/C(C#N)=C/c3ccc(O)c(OCC)c3)n2)cc1
- VHR inh color: -35.9

canonical_smiles: O=C(O)c1ccccc1C(=O)Nc1ccc(Nc2ccc([N+](=O)[O-])cc2[N+](=O)[O-])cc1
- VHR inh color: -11.5

canonical_smiles: CCCCOc1ccc(C(=O)NCCOc2ccccc2Cl)cc1
- VHR inh color: -16.6

canonical_smiles: O=C(Cn1c2ccccc2c(=O)c2ccccc21)N/N=C/c1cc(Cl)cc(Cl)c1O
- VHR inh color: -6.6

canonical_smiles: C/C(=N\N=C1\NC(=O)C(CC(=O)Nc2ccc(Cl)cc2Cl)S1)c1ccc([N+](=O)[O-])cc1 (centres undefined)
- VHR inh color: 8.6

canonical_smiles: CCOC(=O)c1c(C)nc(C)c(C(=O)OCC)c1-c1ccc(Br)cc1
- VHR inh color: -21.4

canonical_smiles: Cc1cccc(NC2=C(Cl)C(=O)N(c3cccc(Cl)c3Cl)C2=O)c1
- VHR inh color: -10.5

canonical_smiles: CCN(CC)C(=O)c1ccc(C(=O)c2ccccc2)cc1
- VHR inh color: -9.9

canonical_smiles: Cc1cc(-c2ccccc2)nc(N/N=C/c2c(O)ccc3ccccc23)n1
- VHR inh color: -41.7

canonical_smiles: Cc1ccc(OCC(=O)Nc2cc(Cl)ccc2Cl)cc1
- VHR inh color: -29.3

canonical_smiles: CCN(CC)c1ccc(/C=N/NC(=O)c2cc(C34CC5CC(CC(C5)C3)C4)[nH]n2)cc1
- VHR inh color: 25.0

canonical_smiles: CC(=O)Nc1ccc(Oc2ccc(C(=O)O)c(C(=O)O)c2)cc1
- VHR inh color: -22.6

canonical_smiles: C=CCn1c(SCc2ccc(C(=O)NCCO)cc2)nc2sc3c(c2c1=O)CCCC3
- VHR inh color: 9.3

canonical_smiles: Cc1c(Cc2ccccc2)c(=O)n2c([nH]c3ccccc32)c1C#N
- VHR inh color: -15.1

canonical_smiles: CCOC(=O)C1CCN(Cc2c(O)ccc3ccccc23)CC1
- VHR inh color: -4.3

canonical_smiles: CCCc1[nH]nc2c1C(c1ccccc1Br)C(C#N)=C(N)O2 (centres undefined)
- VHR inh color: -3.5

canonical_smiles: Cn1c(NC(=O)c2ccc([N+](=O)[O-])cc2Cl)cc(=O)n(C)c1=O
- VHR inh color: 13.5

canonical_smiles: COc1ccc(CCNC(=S)NC(=O)/C=C/c2ccc(C)cc2)cc1OC
- VHR inh color: -5.8

canonical_smiles: O=C1c2ccccc2C2(O)OC(c3ccccc3)=C(c3nc4ccccc4s3)C12O (centres undefined)
- VHR inh color: 2.3

canonical_smiles: CC1=NN(c2ccccc2)C(=O)/C1=C/c1c(O)n(C)c(=O)n(C)c1=O
- VHR inh color: -18.1

canonical_smiles: COc1cc2c(cc1C)/C(=N/OC(=O)c1ccc(OC)c(OC)c1)CCC2
- VHR inh color: -8.4

canonical_smiles: CCOC(=O)C1=C(O)/C(=C\c2ccc(F)cc2)N=C1C
- VHR inh color: -2.9

canonical_smiles: Cc1ccc(C(=O)NNC(=O)c2ccc(O)cc2O)cc1
- VHR inh color: 11.0

canonical_smiles: CC(C)(C)NCCOc1cc(Cl)ccc1Cl
- VHR inh color: -28.6

canonical_smiles: Cc1cc(C)c(S(=O)(=O)Nc2cc(Br)c(O)c3ccccc23)c(C)c1
- VHR inh color: 4.6

canonical_smiles: CCCC1=NN2C(=N)/C(=C/c3ccc(-c4ccc([N+](=O)[O-])cc4C)o3)C(=O)N=C2S1
- VHR inh color: 7.2

These rows are one share of the data (hit frequency here may not be typical).
